AID2073 = disruptors of CaV2.2 binding to Mint1 – biochemical, HTRF (AID 2073) | HTRF protein-protein interaction, Mint1-CaV2.2; higher % means a stronger effect | inhibition, % at 20 µM, or IC50 in µM where a hit was titrated | 290,000 tested, 0.19% active; in the data active = inhibition mostly above about 51%, no sharp cut-off; also: some results filed as inactive read as strong as hits
LYP phosphatase = PTPN22 lymphoid phosphatase activity blockers – biochemical, fluorescence intensity, uHTS (AID 1779) | recombinant LYP phosphatase, fluorescence intensity; higher % means a stronger effect | inhibition, % at 11.5 µM; hits with a dose series show IC50 in µM | 290,000 tested, 0.054% active;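 also: plate controls were vehicle with enzyme for no effect and no enzyme for full effect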
Dynein cargo inh = dynein cargo transport inhibition | 3617.4 mouse cells, GR-EGFP nuclear translocation imaging; test concentration mostly 20 µM; stimulated with dexamethasone, 1 µM; hits give low values | z-score, hits read low | 220,000 tested, 0.47% active | AID 1381;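 active = plate z-score of nuclear minus cytoplasmic receptor signal below a set negative limit, without overly bright fluorescence or cell loss, cut at about -3.5 in these data, passing the limit was not always enough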;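 also: z-score of nuclear minus cytoplasmic ring GR-EGFP intensity difference per well; some compounds called inactive have numbers as strong as hits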
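medium = tetracycline-free induction medium containing charcoal-stripped FBS | probe or stimulus = dexamethasone, 1.0 µM final | timing = 48 h induction, then 1 h compound, then 30 min agonist, 37 °C | detection = automated 10x imaging of fixed Hoechst-stained cells | read-out basis = nuclear versus cytoplasmic GR-EGFP signal, averaged per well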
Siah-1 displacement = Siah-1 peptide-binding antagonists, primary screen, biochemical, fluorescence polarization, rhodamine-plectin, uHTS (AID 1817). 290,000 tested, 0.02% active. Siah-1 / rhodamine-plectin peptide fluorescence polarization; higher % means a stronger effect. one-dose displacement, % at 20 µM; IC50 in µM for titrated hits;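 active = displacement of at least 50% at 20 µM, with a fluorescence ratio check between 0.3 and a set limit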;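 also: plate controls were Siah plus tracer with DMSO for no effect and tracer alone without Siah for full effect; strong numbers were not always called active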
M17LAP inhibition = P. falciparum M17LAP inhibitors, primary screen, biochemical, fluorogenic H-Leu-NHMec substrate, 1536-well (AID 1619); recombinant M17LAP, H-Leu-NHMec fluorogenic kinetic assay; higher % means a stronger effect; one-dose inhibition, % at 30 µM; IC50 in µM for titrated hits; 220,000 tested, 0.38% active;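 active = compound inhibiting the enzyme by more than half at any dose during confirmatory dose-response retesting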;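 also: plate controls were full reaction with DMSO carrier for no effect and no enzyme background for full effect; strong numbers were not always called active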
XIAP antagonists = small molecules displacing peptide from XIAP – biochemical, IAP family, fluorescence polarization (AID 1018); XIAP BIR domain, fluorescence polarization peptide displacement; higher % means a stronger effect; one-dose displacement, % at 20 µM; IC50 in µM for titrated hits; 200,000 tested, 0.007% active; in the data active = displacement above about 50%; also: a part of the inactive calls stands beside numbers as strong as those of hits
human PMI inhibition = inhibitors of human PMI, primary screen, biochemical, fluorescence intensity, coupled assay (AID 1209) | purified PMI enzyme, coupled fluorescence intensity; higher % means a stronger effect | one-dose inhibition, % at 20 µM; IC50 in µM for titrated hits | 190,000 tested, 0.42% active;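 also: plate controls were DMSO vehicle for no effect and wells lacking substrate for full effect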
human PMI inhibitors = MPI inhibition at elevated mannose 6-phosphate – biochemical, fluorescence intensity, high mannose 6-phosphate, primary screen (AID 1220); recombinant PMI enzyme, coupled fluorescence intensity; higher % means a stronger effect; one-dose inhibition, % at 20 µM; IC50 in µM for titrated hits; 190,000 tested, 0.66% active
P. falciparum M1AAP = P. falciparum M1AAP inhibitors, biochemical, fluorogenic H-Leu-NHMec substrate, 1536-well (AID 1445); recombinant M1AAP, H-Leu-NHMec fluorogenic kinetic assay; higher % means a stronger effect; inhibition, % at 30 µM, or IC50 in µM where a hit was titrated; 220,000 tested, 0.42% active;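 active = primary inhibition above the hit cutoff, then over 50% inhibition at one or more dose response concentrations, cut at about 23% in these data, passing the limit was not always enough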;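 also: plate controls were DMSO full reaction for no effect and no enzyme background for full effect; strong numbers were not always called active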
Dynein cargo inh cytoplasmic EGFP = further read-out of Dynein cargo inh, marked with its call; z-score; measured here: cytoplasmic GR-EGFP intensity; hits give high values
Dynein cargo inh nuclear GR-EGFP = second read-out of Dynein cargo inh, no call of its own (marks repeat the call); z-score; measured here: nuclear GR-EGFP intensity;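 lower value marks the stronger effect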
Dynein cargo inh cell count = further read-out of Dynein cargo inh, marked with its call; z-score; measured here: cell count per field
The depositor's hits bear a star; . = not tested or not shown. Rule as the data show it, unless noted: active = inhibition above about 50%; inactive = the rest.

AID2073 | LYP phosphatase | Dynein cargo inh | Dynein cargo inh cytoplasmic EGFP | Dynein cargo inh nuclear GR-EGFP | Dynein cargo inh cell count | Siah-1 displacement | M17LAP inhibition | XIAP antagonists | human PMI inhibition | human PMI inhibitors | P. falciparum M1AAP | Compound
12% | 5% | -0.58 | -0.16 | -0.31 | -0.17 | -1% | 16% | . | . | . | 9% | Cc1cc(C)nc(/N=C(\N)Nc2ccc(C(C)C)cc2)n1
5% | 1% | -0.75 | 0.97 | 0.094 | 0.66 | 1% | -19% | -2.7% | 0% | 9% | 8% | CC(C)C1COC(c2cccc3ccccc23)=N1 (stereo unspecified)
15% | -1% | -0.56 | -0.061 | -0.17 | 0.91 | -1% | 1% | -3.8% | 1% | 3% | -4% | CSc1nc(N2CCOCC2)c2c(c1C#N)CC(C)(C)OC2
-4% | 0% | 0.061 | -0.39 | -0.41 | 0.78 | 6% | -8% | -1.9% | 2% | 4% | 5% | COC(=O)[C@H](C)NC(=O)Nc1ccc(S(N)(=O)=O)cc1
5% | -4% | 0.86 | -0.23 | 0.44 | 0.52 | -6% | -8% | -7.3% | 8% | 5% | 2% | COc1ccccc1N1CCN(CCCNC(=O)Nc2ccccc2)CC1
-4% | -5% | -0.56 | -0.21 | 0.003 | 0.032 | 2% | -6% | -3.7% | 6% | -4% | 1% | CN1CCN(S(=O)(=O)c2ccc(NC(=O)c3ccco3)cc2)CC1
-1% | -8% | 0.41 | -0.22 | 0.63 | 0.12 | 14% | -2% | . | . | . | 2% | COc1ccc(-c2nc3c4ccccc4ccn3c2CN2CCOCC2)cc1OC
-7% | -9% | -0.3 | -0.18 | 0.057 | -0.6 | 6% | -9% | -3.8% | -28% | -10% | 5% | COc1ccc(CNC(=O)c2cccnc2SC)cc1OC
76% | 4% | 1.1 | -0.14 | 0.83 | -0.76 | 28% | 0% | -7.8% | 5% | 35% | 3% | Cc1cc(-c2csc(NC(=O)c3ccc(=O)[nH]c3)n2)c(C)n1Cc1ccccc1
16% | 4% | 1.3 | -0.18 | 0.79 | -0.49 | 8% | 7% | -3.0% | -3% | -8% | 4% | O=C(NC1=NCCS1)c1sc2cc(F)ccc2c1Cl
14% | -2% | 0.71 | 0.13 | 1.1 | 0.33 | -6% | 6% | -4.6% | 3% | 9% | 3% | CCN(CC)S(=O)(=O)c1ccc(C)c(NC(=O)COC(=O)c2ccc(C)c(S(=O)(=O)N3CCOCC3)c2)c1
15% | -10% | -0.14 | -0.26 | 0.84 | -0.015 | 4% | 9% | . | . | . | 5% | Nc1c(C(=O)N/N=C/c2ccc([N+](=O)[O-])cc2)sc2nnc(-c3ccccc3)c(-c3ccccc3)c12
1% | -6% | 0.84 | 0.15 | 0.88 | -1.2 | -4% | -5% | -3.7% | 4% | 5% | -6% | Clc1ccc(CNc2nc(N3CCOCC3)nc(N3CCOCC3)n2)cc1
16% | 0% | 0.37 | -0.24 | -0.22 | 0.13 | 0% | -3% | -5.3% | -6% | -7% | 2% | COC(=O)C(C)(C(=O)OC)c1ccc([N+](=O)[O-])cn1
0% | -5% | 0.67 | -0.084 | 0.98 | -2.2 | 10% | 12% | . | . | . | 3% | CCOC(=O)C1CCN(c2ncnc3cc(OC)c(OC)cc23)CC1

3 compounds already listed, sorted by SMILES length, rising.
AID2073 | LYP phosphatase | Dynein cargo inh | Dynein cargo inh cytoplasmic EGFP | Dynein cargo inh nuclear GR-EGFP | Dynein cargo inh cell count | Siah-1 displacement | M17LAP inhibition | XIAP antagonists | human PMI inhibition | human PMI inhibitors | P. falciparum M1AAP | Compound
15% | -1% | -0.56 | -0.061 | -0.17 | 0.91 | -1% | 1% | -3.8% | 1% | 3% | -4% | CSc1nc(N2CCOCC2)c2c(c1C#N)CC(C)(C)OC2
-4% | -5% | -0.56 | -0.21 | 0.003 | 0.032 | 2% | -6% | -3.7% | 6% | -4% | 1% | CN1CCN(S(=O)(=O)c2ccc(NC(=O)c3ccco3)cc2)CC1
14% | -2% | 0.71 | 0.13 | 1.1 | 0.33 | -6% | 6% | -4.6% | 3% | 9% | 3% | CCN(CC)S(=O)(=O)c1ccc(C)c(NC(=O)COC(=O)c2ccc(C)c(S(=O)(=O)N3CCOCC3)c2)c1

By substructure: the compounds so far containing an aryl thioether with sulfur outside any ring.
AID2073 | LYP phosphatase | Dynein cargo inh | Dynein cargo inh cytoplasmic EGFP | Dynein cargo inh nuclear GR-EGFP | Dynein cargo inh cell count | Siah-1 displacement | M17LAP inhibition | XIAP antagonists | human PMI inhibition | human PMI inhibitors | P. falciparum M1AAP | Compound
15% | -1% | -0.56 | -0.061 | -0.17 | 0.91 | -1% | 1% | -3.8% | 1% | 3% | -4% | CSc1nc(N2CCOCC2)c2c(c1C#N)CC(C)(C)OC2
-7% | -9% | -0.3 | -0.18 | 0.057 | -0.6 | 6% | -9% | -3.8% | -28% | -10% | 5% | COc1ccc(CNC(=O)c2cccnc2SC)cc1OC

Next section.
AID2073 | LYP phosphatase | Dynein cargo inh | Dynein cargo inh cytoplasmic EGFP | Dynein cargo inh nuclear GR-EGFP | Dynein cargo inh cell count | Siah-1 displacement | M17LAP inhibition | XIAP antagonists | human PMI inhibition | human PMI inhibitors | P. falciparum M1AAP | Compound
1% | -2% | 0.089 | -0.29 | 0.75 | 0.32 | 6% | -3% | 2.5% | 0% | 4% | 1% | CCCCNC(=S)Nc1cccc(C(C)=O)c1
-1% | -2% | -0.47 | -0.25 | -0.045 | -0.073 | -2% | -5% | -7.8% | 15% | 14% | 1% | COC(=O)Cc1ccc(NC(=S)NCc2ccc(Cl)cc2)cc1
49% | -10% | -0.19 | 0.041 | 0.0051 | 0.68 | -2% | -3% | -5.0% | 1% | 22% | 10% | COc1ccc(-c2c3c(=O)n(C)c(=O)n(C)c3cn2-c2cc(OC)ccc2OC)cc1
1% | 2% | -0.47 | -0.26 | -0.35 | 0.73 | 6% | -2% | -22% | 3% | 2% | 8% | COc1ccc2c(c1)CC/C2=N\OC(=O)c1cccc(C)c1
12% | -7% | 2 | -0.075 | 1.7 | -1.9 | -12% | -10% | -1.0% | 18% | 11% | 6% | CCn1c2ccccc2c2cc(/C=N/NC(=O)c3cc(O)cc(O)c3)ccc21
-1% | -9% | -0.64 | -0.31 | -0.6 | 0.44 | 0% | -8% | 3.5% | 7% | 8% | 5% | O=C(CNCc1ccccc1)Nc1ccccc1-c1ccccc1
15% | 1% | 1.4 | -0.2 | 1.6 | -0.56 | 3% | 24% | . | 0% | 7% | 6% | CN(C)CCCn1c(-c2ccccc2)nc(=S)c2c1CCCC2
-2% | -5% | 0.39 | -0.16 | 0.28 | 0.14 | 1% | 10% | -1.1% | 3% | -3% | 5% | O=C(N/C=N/O)C1=NOC(CNc2ncc(C(F)(F)F)cc2Cl)C1 (stereo unspecified)
-4% | 1% | -0.55 | -0.095 | -0.54 | 0.2 | 1% | 2% | -3.7% | 11% | 4% | 5% | Cc1cccc(C(=O)Nc2c(C#N)c(C)c(C)n2Cc2ccccc2)c1
-4% | -10% | -0.39 | -0.2 | -0.057 | 0.13 | 0% | 2% | -2.7% | -4% | 0% | -1% | O=C(COc1ccccc1[N+](=O)[O-])Nc1ccc(CN2CCOCC2)cc1
-2% | -1% | -0.74 | 1.4 | -0.11 | 0.25 | -2% | -3% | -4.8% | 0% | 2% | 2% | Cn1c(CNC(=O)Cc2ccc3c(c2)OCO3)nnc1SCc1ccccc1
-3% | -4% | 0.54 | -0.22 | 0.37 | 0.43 | 1% | -8% | -3.1% | 0% | -4% | -3% | Nc1cccc([N+](=O)[O-])c1
-19% | -9% | 0.13 | -0.24 | 0.18 | 0.6 | -1% | -1% | -4.1% | 6% | 2% | 2% | CCOc1ccc(NC(=O)CC2C(=O)N(c3ccccc3)C(=S)N2Cc2ccccn2)cc1 (stereo unspecified)
-10% | 0% | -1.4 | -0.18 | -0.28 | 0.18 | 1% | 1% | -2.9% | 3% | 7% | 4% | O=c1/c(=C\c2ccc(F)cc2)sc2n1CCCN=2
-23% | 1% | 1.3 | -0.32 | 0.72 | -0.11 | 5% | -2% | -3.7% | -4% | 1% | -1% | Cc1ccc(-n2cccn2)c(CN2CCC(CO)(CCc3ccccc3)CC2)c1
-10% | -10% | -0.91 | -0.2 | -0.37 | 0.74 | -7% | 9% | -11% | 9% | 9% | 5% | Cc1cccc(N2CCN(C(=O)c3ccccn3)CC2C)c1 (stereo unspecified)
-2% | -4% | -0.96 | -0.24 | -0.39 | 0.52 | 12% | -2% | -2.1% | -8% | -8% | 12% | CCCCNC(=O)CC1S/C(=N/N=C/c2ccc(OC)cc2)NC1=O (stereo unspecified)
11% | 4% | -0.74 | -0.25 | -0.63 | 0.19 | 2% | -9% | -7.5% | 9% | 14% | 8% | COc1ccc(-c2csc3nc(-c4cccnc4)nc(N4CCC(C(N)=O)CC4)c23)cc1OC
9% | -6% | -0.71 | -0.3 | -0.28 | 1.1 | -1% | -4% | -6.4% | 4% | 6% | -5% | S=C(NCC1CCCO1)N1CCN(Cc2ccccc2Cl)CC1 (stereo unspecified)
6% | -4% | -0.15 | -0.33 | 0.23 | 0.38 | -3% | 1% | -5.6% | 9% | 12% | 7% | Cc1ccc(NC2CC(=O)N(c3cccc([N+](=O)[O-])c3)C2=O)cc1 (stereo unspecified)
12% | 0% | -0.35 | -0.28 | -0.00013 | 0.73 | 0% | -2% | -7.0% | -1% | 1% | 0% | CC1CCN(C(=O)CCNS(=O)(=O)c2ccccc2)CC1
